RTF Ca sens act – cardiac RTF calcium sensitivity activators, primary screen, biochemical, IANBD-TnC fluorescence, EC20 calcium; Troponin I, cardiac muscle (Homo sapiens) + Troponin T, cardiac muscle (Homo sapiens) + …; IANBD-labeled TnC RTF fluorescence at EC20 calcium; 0% EC20 calcium, 100% full calcium; activation, % at 7.2 µM; 340,000 compounds, 0.24% hits;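 active means activation above the mean over all tested compounds plus 3 SD, cut at about 30% in these data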;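 further: rise in fluorescence read as greater calcium sensitivity of cardiac thin filaments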
Keap1 Nrf2 FP – Keap1-Nrf2 protein-protein interaction inhibitors, primary screen, biochemical, fluorescence polarization, single point | Keap1 Kelch-Nrf2 peptide fluorescence polarization, 1536-well | inhibition, % at 9.4 µM | 340,000 compounds, 0.15% hits | AID 504523, 2011; in the data active means inhibition above about 12%;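 further: human Keap1 Kelch domain with fluorescein labeled Nrf2 9mer peptide probe; 0% = neutral control wells and 100% = peptide positive control; higher means more block of Keap1 binding to Nrf2 peptide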
C-LANA FP – inhibitors of KSHV C-LANA binding to DNA, primary screen, biochemical, fluorescence polarization, FAM-LBS DNA, MBP-C-LANA, single point; Kaposi's sarcoma herpesvirus LANA C-terminal domain (residues 932-1162) DNA binding; inhibition, % at 9 µM; 340,000 compounds, 0.078% hits;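 active means highest replicate inhibition at or above 60% at 9 µM, even if other replicates fall short; inactive means all replicates below 60% inhibition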;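 further: 0% = neutral control wells and 100% = 4 µM acridine orange control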
Cardiac RTF inh – cardiac RTF calcium sensitivity inhibitors, primary screen, biochemical, IANBD-TnC fluorescence, EC70 calcium | inhibition, % at 7.15 µM | IANBD-labeled cardiac RTF, Ca2+ fluorescence | Troponin I, cardiac muscle (Homo sapiens) + Troponin T, cardiac muscle (Homo sapiens) + … | 340,000 compounds, 0.12% hits;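 active means inhibition above the mean inhibition of all tested compounds plus 3 SD, cut at about 17% in these data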;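 further: assay run at fixed EC70 calcium of 1.6 mM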
DSG3 Ab inh – inhibitors of pemphigus antibody binding to DSG3, primary screen, biochemical, bead-based, flow cytometry, scFv-GFP; DSG3-coupled beads, scFv-anti-DSG3-GFP binding; active compounds read low; binding (percent of control), % at 10 µM; 310,000 compounds, 0.48% hits;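 active means binding more than 3 SD below its plate's average and above zero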;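 further: hits lower antibody fragment binding to DSG3; some compounds called inactive have numbers as strong as hits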
Arr AP2 block – inhibitors of beta-arrestin/AP2 binding, primary screen, biochemical, GPCR trafficking, flow cytometry; beta-arrestin 1 C-terminal peptide binding to AP2 beta2-adaptin appendage (human); FITC-arrestin peptide / GST-AP2 beads; AP2 beta2 appendage carries R879A mutation; inhibition, % at 10 µM; 340,000 compounds, 0.31% hits; AID 504490, 2011;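 active means inhibition above a set limit, near 3 SD of compounds lacking own fluorescence, cut at about 54% in these data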;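 further: plate controls were DMSO wells for no effect and 5 µM unlabelled arrestin peptide for full effect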
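system = GST-tagged AP2 beta2-adaptin appendage (R879A) on 4 µm glutathione beads | reagent = FITC-labelled arrestin peptide probe, 50 nM final | schedule = compound with beads 12 min RT, then probe 1 h RT | signal = HyperCyt-sampled flow cytometry, FL1 channel, ex 488/em 535 nm | read-out = percent response from loss of bead-bound FITC fluorescence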
Wnt act – Wnt/beta-catenin pathway activators, primary screen, cell-based, plate reader, single point; AID 743398, 2014; 300,000 compounds, 1.2% hits; Wnt/beta-catenin reporter cell assay, activator; activation, % at 9.35 µM; in the data active means activation above about 30%, passing the limit was not always enough;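 further: 0% = neutral control wells and 100% = positive control wells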
V-ATPase pH – regulators of yeast V-ATPase proton pumping, primary screen, pHLuorin cytosolic pH fluorescence; S. cerevisiae; response, % at 10 µM; 350,000 compounds, 0.37% hits; AID 504577, 2011; in the data active means response mostly above about 7.3%, no sharp cut-off; inactive means mostly below about 5.4%; further: actives read high; inactives centre near 0; some compounds called inactive have numbers as strong as hits; reference of the scale not given here
OPRM1-OPRD1 ag – agonists of OPRM1-OPRD1 heterodimerization, primary screen, cell-based, luminescence; cells; activation, % at 9.3 µM; 340,000 compounds, 0.3% hits; AID 504326, 2011; in the data active means activation above about 18%;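 further: 0% = vehicle-treated cells and 100% = reference agonist; values of inactives mirror those of a sister screen read the other way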
Target sequence (P35372 whole entry, looked up): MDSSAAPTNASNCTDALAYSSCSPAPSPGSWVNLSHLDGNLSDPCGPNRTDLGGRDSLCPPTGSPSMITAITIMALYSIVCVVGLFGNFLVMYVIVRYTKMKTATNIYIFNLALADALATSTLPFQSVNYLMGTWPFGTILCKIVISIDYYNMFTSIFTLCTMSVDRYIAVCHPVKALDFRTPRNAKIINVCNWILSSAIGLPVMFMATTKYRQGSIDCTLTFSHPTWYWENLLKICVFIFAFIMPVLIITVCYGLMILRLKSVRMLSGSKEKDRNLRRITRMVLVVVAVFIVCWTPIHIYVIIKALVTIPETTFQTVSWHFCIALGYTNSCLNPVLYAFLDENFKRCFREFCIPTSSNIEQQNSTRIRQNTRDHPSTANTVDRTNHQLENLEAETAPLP
Target sequence (P41143 whole entry, looked up): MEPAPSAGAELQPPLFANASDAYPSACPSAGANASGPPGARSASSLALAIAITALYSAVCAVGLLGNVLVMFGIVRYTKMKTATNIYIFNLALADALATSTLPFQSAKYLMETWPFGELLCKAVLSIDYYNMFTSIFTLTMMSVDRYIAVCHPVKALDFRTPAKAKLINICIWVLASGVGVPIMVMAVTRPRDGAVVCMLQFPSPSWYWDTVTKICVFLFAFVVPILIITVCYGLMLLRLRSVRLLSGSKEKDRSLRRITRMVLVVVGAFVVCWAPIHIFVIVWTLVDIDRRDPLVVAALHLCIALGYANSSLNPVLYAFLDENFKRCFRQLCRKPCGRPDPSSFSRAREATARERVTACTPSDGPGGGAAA
MOR-DOR inv ag – inverse agonists of MOR-DOR heterodimerization, primary screen, cell-based, luminescence | cell-based MOR-DOR heterodimer luminescence, inverse agonism | inhibition, % at 9.3 µM | 340,000 compounds, 0.21% hits | AID 504357, 2011; in the data active means inhibition above about 22%, passing the limit was not always enough;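 further: 0% = cells with DMSO and 100% = wells without cells with DMSO; values of inactives mirror those of a sister screen read the other way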
Numbers without * were called inactive; . = not tested or not shown. Random draw from the library; about 3.1% have a hit in one of these screens.

Under each structure: C-LANA FP, MOR-DOR inv ag, RTF Ca sens act, Keap1 Nrf2 FP, Cardiac RTF inh, OPRM1-OPRD1 ag, Arr AP2 block, DSG3 Ab inh, V-ATPase pH, Wnt act
- Cc1nc2c(c(=O)n1CCC(C)C)c1nc3ccccc3nc1n2CC1CCCO1 (centres undefined)
    1.4, 11, -1, -2, 2, -2.2, 31, 102, -1, -3
- COc1ccc(C(C)=O)cc1COC(=O)CCNS(=O)(=O)c1ccc(C(C)=O)cc1
    1.1, 16, -4, 3, -14, -2.8, 10, 105, -2, -2
- Cc1cc(C)n(-c2ccc(C(=O)Nc3cccc(S(=O)(=O)N(C)C)c3)cc2)n1
    -0.4, -4, 4, 0, -11, 0.8, 12, 101, 2, -6
- NC(=S)Nc1cccc2cc3ccccc3cc12
    1.2, -42, 8, -2, -10, 9.7, 21, 96, -5, .
- O=C(Nc1ccn(Cc2c(F)c(F)cc(F)c2F)n1)c1ccc(COc2ccccc2Cl)cc1
    -0.8, -6, 3, -3, -4, 1.1, 13, 99, 0, -2
- C=CCCN([C@@H](C)C(=O)OC)S(=O)(=O)c1ccccc1Br
    -2.2, 3, 0, 0, -1, -0.5, -2, 102, -3, 2
- CC1C=CCC2C(=O)N(c3cccc(C(=O)NCc4ccccc4)c3)C(=O)C12 (centres undefined)
    1.4, 8, 4, 4, -6, -1.9, 1, 105, 3, 0
- CC(=O)Nc1ccc(C(=O)NCCN2CCOCC2)cc1
    -2.0, 15, 1, 0, -5, -3.3, 6, 96, 0, 3
- Cc1cccc(C(C)C)c1NC(=O)c1c(-c2ccccc2)noc1C
    1.1, 7, 4, -1, 4, -2.1, -5, 113, 6, -2
- CCOc1ccc(CCNC(=O)COC(=O)c2ccc3c(c2)OCCO3)cc1OCC
    -1.4, 0, -8, 1, -3, -0.1, 20, 106, -5, -1
- COc1ccc(NS(=O)(=O)c2cc(NC(=O)Cc3n[nH]c(=O)c4ccccc34)ccc2OC)cc1
    0.4, 9, -3, 3, -8, -2.4, -9, 108, -3, -3
- CSc1ccccc1C(=O)OCC(=O)Nc1ccc(N2CCOCC2)cc1
    -0.2, 11, -7, -4, -4, -2.2, 5, ., 0, 4
- O=C(/C=C/c1ccc(Cl)cc1)NC(=S)Nc1ccc(CN2CCOCC2)cc1
    0.1, -10, 4, -4, -11, 2.0, 105*, 82, 0, -2
- CCOC(=O)c1c(-n2cnnn2)sc(C)c1C
    0.6, 19, -4, -2, 1, -3.9, -4, 101, 0, .
- COc1ccc(/C=N/NC(=O)CNC(=O)c2ccncc2)cc1
    -1.0, -4, 0, 0, -12, 0.5, -6, ., -1, 1
- COc1ccc(CCNC(=O)C/C(C)=N/NC(=O)C23CC4CC(CC(C4)C2)C3)cc1OC
    -0.9, 7, 0, 1, 4, -1.4, -5, 103, 0, -3
- O=c1ccc(Cl)nn1-c1ccccc1
    -0.1, 14, 8, -4, -1, -2.8, -6, 106, 0, 0
- Cc1nc2nc[nH]n2c(=O)c1NS(=O)(=O)c1ccc(F)cc1
    0.4, -5, 9, -8, -1, 0.9, -3, 103, 3, -14
- Cc1ccc(-c2oc3ncnc(N)c3c2-c2ccc(C)cc2)cc1
    -0.8, -1, -6, 7, -13, 0.2, 8, ., 1, .
- Cn1cc(S(=O)(=O)NC2CCCCC2)c(=O)n(C)c1=O
    0.3, 3, 0, 3, -5, -0.6, -12, 94, -7, -2
- COc1ccccc1C(=O)NNc1ncc(C)s1
    -0.9, 3, 3, -2, -10, -0.5, 18, 106, -1, 2
- COc1ccc(CNCc2ccncc2)cc1OC
    2.5, 16, 5, 0, -1, -3.3, 1, 127, 3, -1
- CCn1c(=O)c([N+](=O)[O-])c(NCC2CCCO2)c2ccccc21 (centres undefined)
    0.5, 14, -2, -4, 1, -2.7, -6, 96, -2, 3
- CCOC(=O)c1c(N)sc2c1CCC(C)C2 (centres undefined)
    -1.3, -4, 6, 4, -12, 0.8, -3, 115, 2, -2
- COc1ccc2[nH]c3c(=O)n4c(nc3c2c1)SCCC4
    0.2, ., ., 5, ., ., 9, 101, -1, .
- CCOC(=O)c1ccc(S(=O)(=O)N2CCN(S(=O)(=O)CC)CC2)cc1
    -1.0, 5, -1, -1, -5, -1.0, -2, 100, -2, 1
- O=C(Nc1c(C(=O)c2ccccc2)oc2ccccc12)c1cc(-c2ccccc2O)n[nH]1
    0.5, 15, 7, -11, -13, -2.9, -4, 106, -4, -6
- Cc1cc(C(=S)N2CCOCC2)c(C)n1-c1ccc(Cl)cc1
    0.3, 14, 5, 0, -6, -3.2, 3, 100, 0, .
- Nc1nnnn1/N=C/c1cc(Cl)cc(Cl)c1O
    8.3, -5, 32*, 7, -45, 1.0, 48, 99, 3, -2
- CCCS(=O)(=O)c1nc(S(=O)(=O)c2ccc(C)cc2)c(N2CCC(C)CC2)s1
    -0.4, 10, -3, 6, -3, -1.9, -20, 95, 2, 2
- CCOC(=O)c1c(C)c(C(=O)NCc2ccccc2OC)c(C)n1C
    1.1, 11, 9, -3, 1, -1.9, -5, 129, 0, .
- O=C(CCc1c[nH]c2ccccc12)NCC1CCCO1 (centres undefined)
    -0.2, 5, 0, 0, 2, -1.0, -2, 102, 1, 1
- CCCCNc1ccc(C(CC(N)=O)NC(=O)Cc2cccc3ccccc23)cc1[N+](=O)[O-] (centres undefined)
    -2.5, 23, -9, -2, -3, -4.1, -8, 108, -2, -1
- O=C(NCc1cccnc1)c1ccc(Cl)c(S(=O)(=O)N2CCCCCC2)c1
    -1.2, -8, -4, 3, -1, 1.6, 8, 95, 0, -2
- COc1ccc(NC(=O)Nc2nnc(C(C)C)s2)cc1
    1.8, 4, -5, 4, -1, -0.8, -6, 105, 0, .
- Cc1ccc(CNC(=O)CSc2ncn[nH]2)cc1
    1.1, 5, 11, -3, -6, -0.9, 30, 94, -4, 0
- Cn1nc([N+](=O)[O-])nc1Sc1ccc(C(C)(C)C)cc1
    -1.8, -23, 0, -6, 2, 4.6, 2, 108, 2, .
- COc1ccc(-n2cc(CNC3CCOCC3)c(-c3cccc(F)c3)n2)cc1
    -0.4, -28, 3, -5, -1, 5.5, 9, 22*, -2, 2
- O=C(Cn1cnc2c(nnn2Cc2ccc(Cl)cc2)c1=O)NC1CCCC1
    -0.8, 4, -1, 3, -7, -0.7, 7, 102, -6, .
- CCOc1ccc(CCNC(=O)CCCn2c(=O)c3cccn3c3cccnc32)cc1OCC
    -2.7, 5, -2, 4, 0, -0.9, 38, 99, 3, 0
- Cc1ccc(N2C(=O)N3[C@H](c4ccc(F)cc4)[C@@H]4C(=O)N(C5CCCCC5)C(=O)[C@@H]4[C@]3(C)C2=O)cc1
    3.4, -8, -5, -3, 0, 1.4, -1, 109, 0, .
- O=C(Nc1cccc(S(=O)(=O)N2CCCCC2)c1)c1cc2ccccc2o1
    1.4, -8, 0, -1, -2, 2.1, -1, 101, 0, -1
- COc1ccc(-c2cc3nc4ccccc4n3c(N)c2C#N)cc1
    0.4, -20, -4, 2, -3, 3.8, 4, 89, 2, 23
- Cc1ccc(S(=O)(=O)CCC#N)cc1
    -0.8, 15, -3, 1, 13, -2.7, 6, 105, 2, 3
- COc1cc([N+](=O)[O-])ccc1NC(=O)Nc1ccc(C(=O)N2CCCC2)cc1
    0.1, -4, 5, -5, -4, 0.9, 44, 107, -1, 0
- COc1ccc(NC(=O)COC(=O)CC2CC3CCC2C3)c([N+](=O)[O-])c1 (centres undefined)
    1.4, -31, 9, -3, -10, 5.8, 20, 115, 0, -3
- COC(=O)N1CCN(c2ccc(C)cc2)C(C)C1 (centres undefined)
    -0.3, 13, 3, -2, -5, -2.6, 16, 117, -2, -3
- Cc1cc(C(=O)Nc2nccs2)c2cc(F)ccc2n1
    -1.1, 15, 3, -2, 1, -3.0, 22, ., -2, 6
- CN(CC1CCN(CCc2cccc(C(F)(F)F)c2)CC1)C(=O)c1ccccc1
    -0.7, -20, -5, 1, 1, 4.1, 0, 146, 0, 0
- O=C(CSc1nc2ccccc2s1)Nc1ccc(C(=O)O)cc1
    0.5, 6, -1, -6, -3, -1.1, 30, 103, 4, 0
- CCn1c(=O)c(=O)[nH]c2cc(C(=O)N3CCN(Cc4ccc5c(c4)OCO5)CC3)ccc21
    -0.3, 10, 0, 1, 0, -1.9, 1, 102, 1, 0
- CC(C)CNS(=O)(=O)c1ccc2c(c1)OCCO2
    0.2, 3, 6, 0, -10, -0.5, -2, 104, 4, 0
- CCOC(=O)COc1ccc2c3c(c(=O)oc2c1)CCCC3
    0.4, 14, 2, 1, -5, -2.7, -19, 96, 1, 0
- CCCCCC(=O)N/N=C/c1ccccc1[N+](=O)[O-]
    -0.8, 2, -3, 2, -11, -0.4, 22, 103, -2, 12
- C#CCOCCOCCOCCNc1nc(N2CCN(C(=O)Cn3cc(CCCN=C(N)N)nn3)CC2)nc(N2CCN(C(=O)[C@H](CCCCN)n3cc(CCC(=O)O)nn3)CC2)n1
    2.4, 16, 11, -7, 5, -2.7, -5, 105, -4, 2
